# Compound activity as filed in PubChem.
# CCHF vOTU inh: blocks the CCHF virus ovarian tumor domain protease. CCHFV vOTU protease, Pep-AMC fluorescence. inhibition, % at 11.5 µM. 370,000 compounds, 0.55% hits. AID 651958; in the data active = inhibition above about 30%; also: 0% = vehicle wells with enzyme and 100% = no enzyme wells
# * marks the source's active call; other numbers are inactive results.
SMILES,CCHF vOTU inh
Cc1nn(C)cc1NC(=O)C[C@H]1CC[C@H]2[C@@H](COc3ccc(NC(=O)Nc4ccccc4)cc3C(=O)N2C)O1,-3
COC(=O)[C@]12C[C@H](CC(=O)N3CCSCC3)C(=O)N(Cc3cccc4ccccc34)C1=C[C@H](C(C)C)O[C@@H]2C1CC1,15
O=C(CN(CCc1ccccc1)S(=O)(=O)c1cccs1)N1CCOCC1,-6
Fc1cccc(F)c1Cn1ccc2ccc(-c3ccc4ccn(Cc5c(F)cccc5F)c4c3)cc21,-3
O=C(NCCc1ccc(F)cc1)c1cc2ccccn2n1,14
O=C(CCc1ccccc1)N[C@H]1[C@@H](OC(=O)C2CC2)CCC[C@@]12C(=O)N(Cc1ccccc1)c1ccccc12,1
CCOc1cccc(-c2nnc(SCC(=O)Nc3ccc4c(c3)OCO4)n2N)c1,-4
O=C(OCc1cn(Cc2ccc(F)cc2)nn1)N1CCCC1,10
COC(=O)[C@H](C(C)C)N1Cc2nnn(Cc3ccccc3)c2-c2cc(F)ccc2S1(=O)=O,6
c1ccc(Cn2ccc3ccc(-c4ccc5ccn(Cc6cccc(-c7ccsc7)c6)c5c4)cc32)cc1,5

# Next part; it opens with the three that closed the last part.
SMILES,CCHF vOTU inh
O=C(OCc1cn(Cc2ccc(F)cc2)nn1)N1CCCC1,10
COC(=O)[C@H](C(C)C)N1Cc2nnn(Cc3ccccc3)c2-c2cc(F)ccc2S1(=O)=O,6
c1ccc(Cn2ccc3ccc(-c4ccc5ccn(Cc6cccc(-c7ccsc7)c6)c5c4)cc32)cc1,5
O=C(NCCCc1ccccc1)OC1CC2CC1[C@H]1CCCCN1C2 (stereo partly specified),-5
CCOC(=O)[C@]12CCCC=C1N(Cc1ccc(OC)cc1)C(=O)[C@@H]2CC(=O)N1CCN(C(=O)C2CC2)CC1,0
CCCCNC(=O)C[C@H]1C[C@@]2(C(=O)OC)C(=C[C@H](C(C)(C)C)O[C@@H]2C)N(Cc2cccc3ccccc23)C1=O,29
COC1=C[C@H](C(=O)NCc2ccccc2)[C@H](C)[C@@H](c2ccccc2)CC1=O,0
CCOC(=O)[C@]12CCCC=C1N(CCCOC)C(=O)[C@@H]2CC(=O)NCCCN1CCCC1=O,-6
CCOC(=O)[C@]12CCCC=C1N(CCCOC)C(=O)[C@@H]2CC(=O)N1CCOCC1,0
COC(=O)c1cc(-c2cc3ccccc3o2)c(=O)n2c1CCC2,-43
COC(=O)C[C@@H]1CC[C@@H]2[C@@H](COc3ccc(NC(=O)Nc4ccccc4)cc3C(=O)N2C)O1,-3
Cc1ccc(S(=O)(=O)N2CCCC2c2cccc3[nH]cc(C)c23)cc1 (stereo unspecified),4
COCCCNC(=O)C[C@H]1C[C@@]2(C(=O)OC)C(=C[C@H](C3CCCC3)O[C@@H]2C)N(CCC2=CCCCC2)C1=O,6
Cc1ccccc1CN1CCCCC(NC(=O)c2cccc(C(F)(F)F)c2)C1=O (stereo unspecified),9
Cc1cc(C(=O)OCCCN(C)C2CN(Cc3cn(Cc4ccccc4C(F)(F)F)nn3)S(=O)(=O)C2)no1 (stereo unspecified),-7
CC(C)OP(=O)(O)C(C)NC(=O)OCc1ccccc1 (stereo unspecified),-5
C=C1[C@@H](C)C2[C@H](Cc3ccccc3)NC(=O)[C@]23[C@H](OC(C)=O)/C=C/[C@@](C)(O)C(=O)[C@@H](C)C/C=C/[C@H]3[C@@H]1O (stereo partly specified),-2
Cc1ccccc1CN1CCCCC(NC(=O)Cc2cccs2)C1=O (stereo unspecified),7
CCOC(=O)[C@@]12CCCC=C1N(CCc1ccc(Cl)cc1)C(=O)[C@H]2CC(=O)N1CCN(C(=O)c2ccco2)CC1,8
CC(C)CN1C(=O)C[C@]2(C(=O)N(C)c3ccc(NC(=O)C(C)(C)C)cc32)C1c1ccccc1 (stereo partly specified),0
C#Cc1cccc(OC[C@@H](O)CN2CCC(C(O)(c3ccccc3)c3ccccc3)CC2)c1,12
COC(=O)C1CN(Cc2ccc(F)cc2)CCS(=O)(=O)N1Cc1cn(Cc2ccc(F)cc2)nn1 (stereo unspecified),30*
Cc1cccc(NC(=O)CSc2nnc(SCc3ccc(Cl)cc3)s2)c1,1

# Rewritten as labelled records: part of the list above
Cc1cc(C(=O)OCCCN(C)C2CN(Cc3cn(Cc4ccccc4C(F)(F)F)nn3)S(=O)(=O)C2)no1 (stereo unspecified)
  CCHF vOTU inh: -7

CC(C)OP(=O)(O)C(C)NC(=O)OCc1ccccc1 (stereo unspecified)
  CCHF vOTU inh: -5

C=C1[C@@H](C)C2[C@H](Cc3ccccc3)NC(=O)[C@]23[C@H](OC(C)=O)/C=C/[C@@](C)(O)C(=O)[C@@H](C)C/C=C/[C@H]3[C@@H]1O (stereo partly specified)
  CCHF vOTU inh: -2

# The list goes on:
SMILES,CCHF vOTU inh
O=C(OC12CCCN(C1)/C(=C/c1ccccc1)C2)c1ccc(F)cc1 (stereo unspecified),17
C[C@@H]1/C=C/CC(=O)N[C@H](c2cccc(Br)c2)[C@H](C)/C=C/CC(=O)N[C@@H]1c1cccc(Br)c1,6
COc1ccc(CCNC(=O)Nc2ccc3c(c2)[C@]2(CC(=O)N(CC(C)C)C2c2ccccc2)C(=O)N3C)cc1OC (stereo partly specified),12
COc1cc(C2CC=C(C(=O)O)C(c3ccccc3F)N2S(=O)(=O)c2ccc(C)cc2)cc(OC)c1OC (stereo unspecified),-2
CCOC(=O)[C@@]12CCCC3=C1N(CCC3)C(=O)[C@H]2CC(=O)NCCCN1CCCC1=O,-11
Cc1nn(CCC(=O)NNC(=O)NCc2ccccc2)c(C)c1[N+](=O)[O-],-7
COC(=O)[C@]12C[C@H](CC(=O)N3CCSCC3)C(=O)N(Cc3ccc4c(c3)OCO4)C1=C[C@H](C(C)C)O[C@@H]2C1CC1,-1
CN(Cc1ccccc1)S(=O)(=O)c1cccc(C(=O)OCc2ccc(Oc3ccccc3)cc2)c1,4
c1coc(-c2nnc3n2N=C(c2ccc4c(c2)OCO4)CS3)c1,6
CN1CCCN(C(=O)CSc2nnc(-c3cccnc3)n2C2CCCCC2)CC1,-4

# In another format: results already given
c1coc(-c2nnc3n2N=C(c2ccc4c(c2)OCO4)CS3)c1
  CCHF vOTU inh: 6
CN(Cc1ccccc1)S(=O)(=O)c1cccc(C(=O)OCc2ccc(Oc3ccccc3)cc2)c1
  CCHF vOTU inh: 4
C[C@@H]1/C=C/CC(=O)N[C@H](c2cccc(Br)c2)[C@H](C)/C=C/CC(=O)N[C@@H]1c1cccc(Br)c1
  CCHF vOTU inh: 6
COC(=O)[C@]12C[C@H](CC(=O)N3CCSCC3)C(=O)N(Cc3ccc4c(c3)OCO4)C1=C[C@H](C(C)C)O[C@@H]2C1CC1
  CCHF vOTU inh: -1

# The list continues.
SMILES,CCHF vOTU inh
Cc1cccc(-c2cccc3c4c([nH]c23)[C@@H]2C[C@H](N(C)C(=O)NC3CCCCC3)[C@H]([C@H](C)O)C(=O)N2CC4)c1,-2
CN[C@H]1C[C@H]2c3cc(-c4ccc5c(c4)OCO5)ccc3CCN2C[C@H]1[C@H](C)O,5
C#CCNC(=O)C[C@H]1C[C@@]2(C(=O)OC)C(=C[C@H](C(C)C)O[C@@H]2C2CC2)N(CCc2ccc(OC)c(OC)c2)C1=O,0
CCCCCCCCN1C(=O)[C@@H](CC(=O)NCCCOCCCC)C[C@@]2(C(=O)OC)C1=C[C@H](COCc1ccccc1)O[C@@H]2C,30*
CCc1nnn2c1Cn1c3ccccc3c(=O)n1[C@@H](C)C2,-20
CC(C)(C)OC(=O)n1ccc2ccc(-c3ccc4cc[nH]c4c3)cc21,6
CS(=O)(=O)N1CCC[C@]2(CC[C@@H](CCC#N)O2)C1,0
Cc1ccc(S(=O)(=O)Nc2cc(C(=O)O)ccc2N2CCC(C)CC2)cc1C,13
O=C(CSc1nc2ccccc2nc1N1CCOCC1)NCc1ccc(Cl)cc1Cl,1
CCOC(=O)[C@@]12CN(C(=O)OC(C)(C)C)CC=C1N(Cc1ccc(OC)cc1)C(=O)[C@H]2CC(=O)NCCC(C)C,19
CN(C)c1ccc(C(=O)NC2CCCCN(Cc3ccc(Cl)cc3)C2=O)cc1 (stereo unspecified),7
COc1ccc(CN2C(=O)N3Cc4cc(OC)ccc4C3CS2(=O)=O)cc1 (stereo unspecified),5
CC(C)(C)C(=O)OC12CCCN(C1)/C(=C/c1cccnc1)C2 (stereo unspecified),3
C#CCNC(=O)C[C@H]1C(=O)N(Cc2ccc(OC)cc2)C2=CCCCC[C@@]21C(=O)OC,6
CN(Cc1ccccc1Cl)C(=O)CN1C(=O)C2(OCCCO2)c2ccccc21,-1
COc1ccc(S[C@]2(C(=O)N3CCOCC3)CC(=O)N(c3ccc(OC)cc3)[C@@H]2c2ccc(OC)cc2)cc1,12
CCOC(=O)Cn1cc(CN2C(C(=O)OC)CN(C3CCCC3)CCS2(=O)=O)nn1 (stereo unspecified),12
CC(C)CCN(C)C1CCN(C(=O)Nc2ccccc2)CC1,-1
CN(CCOC(=O)c1cc2ccccc2o1)C1CN(Cc2cn(Cc3cccc(F)c3)nn2)S(=O)(=O)C1 (stereo unspecified),-9
COC1=C[C@H](C(=O)N[C@H]2CCCC[C@@H]2NC(C)=O)[C@H](C)[C@@H](c2ccccc2)CC1=O,5
Cc1ccc2c(c1)N(CCCC(=O)NCc1ccc(F)cc1)C(=O)CO2,-5
O=C(CSc1nnc(-c2ccncc2)n1-c1ccccc1)Nc1cccc2ccccc12,7
CCCC[C@H](C(=O)N(CC)c1ccccc1)[C@@H](O)c1ccc(C(C)=O)cc1,13
O=C(CN(CCc1ccccc1)S(=O)(=O)c1ccccc1)N1CCOCC1,-3
CCOC(=O)[C@@]12CCCC3=C1N(CCC3)C(=O)[C@H]2CC(=O)NCCCOC,-1
COc1nc(OC)nc(N2CCC(C(=O)NCc3ccccc3OC)CC2)n1,18
O=C(c1cccc(F)c1F)N(Cc1ccccn1)CC1CCCO1 (stereo unspecified),1
C[C@H](O)[C@@H]1CN2CCc3ccc(-c4ccc5c(c4)OCO5)cc3[C@@H]2C[C@@H]1N(C)CC1CCCCC1,-2
C[C@H]1C2CC(OC(=O)NCc3ccc(Cl)cc3)C(C2)[C@H]2CCCCN21 (stereo partly specified),-10
Cc1cc(C(=O)O[C@@H]2CCC[C@@]3(C(=O)N(Cc4ccccc4)c4ccccc43)[C@H]2NC(=O)CCc2ccccc2)no1,13
C=CCN1C(=O)[C@@H](CC(=O)NCc2ccc(OC)c(OC)c2)[C@]2(C(=O)OC)CCCCC=C12,-4
CC(C)C[C@@H]1COc2cc(Br)ccc2S(=O)(=O)N1Cc1cn(CCC2OCCCO2)nn1,11
COc1ccc(N2CCN(CCCNC(=O)CCc3cccc(F)c3)CC2)cc1,-7
CCn1c(SCC(=O)NN=Cc2ccc(C(=O)O)cc2)nc2ccccc21,-2
COc1ccccc1C(=O)NC1CCCCN(Cc2ccccc2C)C1=O (stereo unspecified),5
CC(C)(C)c1ccc(-c2nnc(SCc3cccc4ccccc34)n2Cc2ccco2)cc1,27
O=S1(=O)c2ccc(N3CCCC3)cc2Oc2ccccc2CN1Cc1cn(Cc2cccc(F)c2)nn1,-3
CC1CCCCC1C(=O)N1CCC(Oc2cccnc2)CC1 (stereo unspecified),-1
O=C(NCCc1c[nH]c2ccccc12)OCc1cn(-c2c(F)cccc2F)nn1,-3
CCOC(=O)N1C(=O)C[C@](Sc2ccc(OC)cc2)(C(=O)N(C)C)[C@H]1c1ccc(OC)cc1,-5
CCOC(=O)Cn1cc(CN2CCS(=O)(=O)N(Cc3ccccc3)C(C(=O)OC)C2)nn1 (stereo unspecified),-2
CCOC(=O)[C@@]12CCCC3=C1N(CCC3)C(=O)[C@H]2CC(=O)N1CCSCC1,5
CCCCCn1nnnc1C1(C)Cn2nccc2C(=O)N1Cc1ccco1 (stereo unspecified),-7
COC(=O)[C@]12C[C@H](CC(=O)NCCC(C)C)C(=O)N(CCc3ccc(OC)c(OC)c3)C1=C[C@H](COCc1ccccc1)O[C@@H]2C,-2
Cc1[nH]c2ccccc2c1CCN(Cc1cccs1)C(=O)Nc1cccc2c1OCO2,7
CCN(CC)C(=O)CC[C@H]1CC[C@]2(CCCN(S(=O)(=O)C3CCCCC3)C2)O1,-1
CC(C)(C)OC(=O)/C=C/[C@@H](CC1CCCC1)Sc1ccc(C(C)(C)C)cc1,10
COC(=O)[C@]12C[C@H](CC(=O)NCc3cccc(C(F)(F)F)c3)C(=O)N(Cc3ccc(Cl)cc3Cl)C1=C[C@H](C(C)(C)C)O[C@@H]2C,32*
O=C(COC(=O)c1ccc(Sc2ncn[nH]2)c([N+](=O)[O-])c1)Nc1cccc(Cl)c1F,4
C[C@H](NC(=O)OCc1ccccc1)P(=O)(O)O,1

# The list continues.
SMILES,CCHF vOTU inh
O=C(CSc1nnc(-c2ccccc2)n1-c1ccc(Cl)cc1)c1ccc(Cl)cc1,5
COC(=O)[C@]12C[C@H](CC(=O)NCc3ccccc3)C(=O)N(CCc3ccc(OC)c(OC)c3)C1=C[C@H](C(C)(C)C)O[C@@H]2C,19
CC(COc1ccc(OC(F)(F)F)cc1)CN1CCC(C(O)(c2ccccc2)c2ccccc2)CC1 (stereo unspecified),23
O=S1(=O)c2ccc(Br)cc2OC[C@H](Cc2ccccc2)N1Cc1cn(Cc2ccc(C(F)(F)F)cc2)nn1,12
O=C(c1ccccc1)n1ccc2ccc(-c3ccc4ccn(Cc5ccccc5)c4c3)cc21,1
COC(=O)C1CN(CC(C)C)CCS(=O)(=O)N1Cc1ccc(C)cc1 (stereo unspecified),19
COC(=O)C12C=C3CC(c4ccccc4)=C3C(=O)N1Cc1[nH]c3ccccc3c1C2 (stereo unspecified),-5
Nc1nc2ccc(Cl)cc2cc1C(=O)NCc1ccccc1Br,-15
COc1ccc(-n2c(SCC(=O)Nc3ccc(S(=O)(=O)Nc4cc(C)nc(C)n4)cc3)nnc2-c2ccco2)cc1,1

# This is a subset, so the mix of outcomes need not match the whole.
